Bioassay records: PubChem, several laboratories
GDH-TPI inh: GDH-TPI coupling enzyme inhibitors, primary screen, artefact control for M. tuberculosis FBA inhibitor project, biochemical, absorbance, full deck; GDH-TPI coupled enzyme counterscreen, NADH absorbance; inhibition, % at 4.8 µM; 1.2% of 360,000 active; AID 588335, 2011; in the data active = inhibition above about 30%;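 note: 0% = DMSO wells and 100% = wells lacking the enzyme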
Mtb BioA inh: M. tuberculosis BioA enzyme inhibitors, primary screen, biochemical, plate reader, single point, HTS; 7,8-diaminopelargonic acid synthase BioA (Mycobacterium tuberculosis); purified M. tuberculosis BioA enzyme; inhibition, % at 9.99 µM; 0.096% of 360,000 active; in the data active = inhibition above about 40%
Vc quorum ag: inducers of Vibrio cholerae quorum light production without autoinducers, primary screen, BH1578 luxS cqsA deficient, single point | V. cholerae BH1578 lux reporter, luminescence, 6 h | activation, % at 18.7 µM | 0.16% of 350,000 active | AID 588436, 2011; in the data active = activation mostly above about 9.7%, no sharp cut-off; note: not every result past the cut was called active; inactives centre near 0; reference of the scale not given here
PfHsp40 yeast: rescue of yeast from PfHsp40 toxicity, primary screen, S. cerevisiae, ATP luminescence; S. cerevisiae expressing PfHsp40, growth rescue; growth rescue, % at 12.5 µM; 0.68% of 340,000 active; AID 504582, 2011; in the data active = growth rescue above about 28%, passing the limit was not always enough;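 note: yeast W303a lacking pdr1 and pdr3 grown in galactose medium; growth measured after three days at 30 °C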
FadD28 binding: inhibitors of FadD28 bisubstrate probe binding, primary screen, biochemical, fluorescence polarization, single point; AID 588549, 2011; inhibition, % at 12.5 µM; 0.22% of 360,000 active; Mycobacterium tuberculosis FadD28 fatty-acid-AMP ligase; in the data active = inhibition above about 8.5%, passing the limit was not always enough
FBA Mtb inh: Mtb FBA enzyme inhibitors, primary screen, biochemical, fluorescence, strain H37Rv. 2.3% of 360,000 active. purified M. tuberculosis FBA, fluorescence read-out. Fructose-bisphosphate aldolase (Mycobacterium tuberculosis (strain ATCC 25618 / H37Rv)), …. AID 588726, 2011. inhibition, % at 1 µM; in the data active = inhibition above about 27%;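 note: 0% = vehicle and 100% = reference inhibitor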
Target sequence (P9WQA3 whole entry, looked up): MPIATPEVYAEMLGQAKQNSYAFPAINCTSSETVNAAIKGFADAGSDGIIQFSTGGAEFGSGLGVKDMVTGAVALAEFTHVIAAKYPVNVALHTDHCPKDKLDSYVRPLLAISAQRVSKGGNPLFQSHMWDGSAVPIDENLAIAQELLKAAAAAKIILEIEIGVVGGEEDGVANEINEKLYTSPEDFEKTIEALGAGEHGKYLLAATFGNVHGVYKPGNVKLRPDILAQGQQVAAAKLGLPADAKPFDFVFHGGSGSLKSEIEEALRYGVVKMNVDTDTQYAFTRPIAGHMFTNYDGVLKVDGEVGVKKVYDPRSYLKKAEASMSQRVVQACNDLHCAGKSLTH
UGM FP inh: M. tuberculosis UGM enzyme inhibitors, primary screen, biochemical, fluorescence polarization, single point. UDP-galactopyranose mutase (Mycobacterium tuberculosis (strain ATCC 25618 / H37Rv)), …. 0.06% of 320,000 active. inhibition, % at 10 µM. purified UGM, fluorescence polarization probe displacement; in the data active = inhibition above about 10%, passing the limit was not always enough
Target sequence (P9WIQ1 whole entry, looked up): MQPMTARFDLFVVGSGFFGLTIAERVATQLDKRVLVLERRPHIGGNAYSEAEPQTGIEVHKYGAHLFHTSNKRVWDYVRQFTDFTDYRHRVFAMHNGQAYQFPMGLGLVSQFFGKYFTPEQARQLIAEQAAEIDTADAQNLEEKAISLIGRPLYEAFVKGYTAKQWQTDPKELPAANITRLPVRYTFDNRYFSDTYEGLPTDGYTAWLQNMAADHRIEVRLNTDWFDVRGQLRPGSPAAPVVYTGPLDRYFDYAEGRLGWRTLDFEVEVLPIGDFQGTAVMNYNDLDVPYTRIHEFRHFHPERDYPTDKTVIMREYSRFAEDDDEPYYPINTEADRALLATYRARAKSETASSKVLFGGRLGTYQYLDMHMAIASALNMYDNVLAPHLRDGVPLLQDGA
TcdB inh: TcdB glycohydrolase inhibitors, primary screen, biochemical, single point, plate reader | AID 652162, 2013 | 0.24% of 350,000 active | inhibition, % at 9.99 µM | TcdB glycohydrolase enzymatic assay; in the data active = inhibition above about 10%
Y pestis TopoI: Yersinia pestis topoisomerase I inhibitors, primary screen, biochemical, cleavage product accumulation, plate reader, single point; DNA topoisomerase I (Yersinia pestis CO92); Y. pestis Topo-I cleavage product accumulation; 0.064% of 360,000 active; activity, % at 10 µM; AID 504884, 2011; in the data active = activity above about 50%, passing the limit was not always enough; note: inactives centre near 2
* hit, by the source's call; & = joins results of further samples.

Results for O=C1[C@H]2[C@@H](c3ccc(C(F)(F)F)cc3)N[C@]3(CCCN(Cc4ccc(C(F)(F)F)cc4)C3=O)[C@H]2C(=O)N1Cc1ccccc1 ?
GDH-TPI inh: -2.4; Mtb BioA inh: -2.8; Vc quorum ag: inactive; FadD28 binding: -5.7; FBA Mtb inh: -4.1; TcdB inh: 0.8; Y pestis TopoI: 3.6

How did Cc1nn(CCC#N)c2c1P(=S)(N1CCCC1)OC(c1ccc(F)cc1)=N2 (stereo unspecified) do in these assays?
GDH-TPI inh: -5.0; Mtb BioA inh: 1.8; Vc quorum ag: -0.3; PfHsp40 yeast: -0.9; FadD28 binding: -0.1; FBA Mtb inh: 3.7; UGM FP inh: -0.6; Y pestis TopoI: -1.8

How did COc1ccc(-n2c(C)cc(C(=O)COC(=O)c3ccc(O)cc3O)c2C)cc1 do in these assays?
GDH-TPI inh: 1.4; Mtb BioA inh: -1.8; Vc quorum ag: -2.6; PfHsp40 yeast: 1.7; FadD28 binding: -2.9; FBA Mtb inh: -3.4; TcdB inh: 0.0; Y pestis TopoI: -1.1

How did CCOc1ccc(OCCn2c(S(=O)(=O)O)nc3c(N)ncnc32)cc1 do in these assays?
GDH-TPI inh: -14.0; Vc quorum ag: inactive; PfHsp40 yeast: -0.3; FadD28 binding: -3.9; FBA Mtb inh: -1.2; UGM FP inh: 1.0; Y pestis TopoI: 5.1

Results for Cc1csc(NC(=O)C2C3C=CC(C3)C2C(=O)O)n1 (stereo unspecified) ?
GDH-TPI inh: -1.5; Mtb BioA inh: -0.7; Vc quorum ag: -1.4; PfHsp40 yeast: -1.6; FadD28 binding: 0.4; FBA Mtb inh: 0.9; UGM FP inh: -2.0; Y pestis TopoI: 8.7

How did Cn1cnnc1SCc1ccc(C(=O)N/N=C/c2cccs2)cc1 do in these assays?
GDH-TPI inh: 18.6; Vc quorum ag: -0.4; PfHsp40 yeast: 0.4; FadD28 binding: -0.7; FBA Mtb inh: -1.3; UGM FP inh: -0.9; TcdB inh: -0.7; Y pestis TopoI: 2.7

What do the screens show for `COc1cccc(CCNC(=O)c2ccc(OC)c(OC3CCN(C(C)C)CC3)c2)c1`?
GDH-TPI inh: -5.9; Mtb BioA inh: -0.5; Vc quorum ag: -0.4; PfHsp40 yeast: -1.4; FadD28 binding: -2.1; FBA Mtb inh: -1.8; UGM FP inh: -2.9; TcdB inh: 1.5; Y pestis TopoI: 2.0

How did COCCN1CCN(c2c3c(nc4cc(-c5cccc(F)c5)nn24)CCC3)CC1 do in these assays?
GDH-TPI inh: 4.5; Mtb BioA inh: -1.4; Vc quorum ag: inactive; PfHsp40 yeast: 4.3; FadD28 binding: -2.3; FBA Mtb inh: 0.8; UGM FP inh: -1.6; Y pestis TopoI: 3.0

Results for FC(F)Oc1ccc(-c2csc(Cc3nnc4n3CCCCC4)n2)cc1 ?
GDH-TPI inh: 5.0; Mtb BioA inh: 5.3; Vc quorum ag: inactive; PfHsp40 yeast: -0.1; FadD28 binding: -1.3; FBA Mtb inh: 0.9; Y pestis TopoI: -10.9

What do the screens show for `CC(NCC(=O)Nc1ccccc1C(=O)NC1CC1)c1ccccc1Cl` (stereo unspecified)?
GDH-TPI inh: -5.6; Mtb BioA inh: 0.0; Vc quorum ag: 1.9; PfHsp40 yeast: -1.9; FadD28 binding: -0.3; FBA Mtb inh: -0.4; UGM FP inh: -2.9; TcdB inh: 0.3; Y pestis TopoI: 9.5

Results for COc1ccc(S(=O)(=O)NC(C)CCc2ccccc2)cc1 (stereo unspecified) ?
GDH-TPI inh: 3.5; Vc quorum ag: -1.0; PfHsp40 yeast: 0.9; FadD28 binding: -0.5; FBA Mtb inh: 8.9; UGM FP inh: 0.5; TcdB inh: -0.5; Y pestis TopoI: -3.0

What do the screens show for `O=C(COc1ccc2c3c(c(=O)oc2c1)CCC3)NC1CCCCC1`?
GDH-TPI inh: 14.8; Mtb BioA inh: 4.9; Vc quorum ag: inactive; PfHsp40 yeast: 1.7; FadD28 binding: 0.3; FBA Mtb inh: 14.8; UGM FP inh: 1.8; TcdB inh: 1.0; Y pestis TopoI: 3.3

What do the screens show for `O=C(Cc1ccccc1)NC1CCN(S(=O)(=O)c2cccc(F)c2)CC1`?
GDH-TPI inh: 8.6; Mtb BioA inh: -1.4; Vc quorum ag: -0.3; PfHsp40 yeast: 0.4; FadD28 binding: -2.8; FBA Mtb inh: -3.2; UGM FP inh: 0.6; Y pestis TopoI: 3.6

Results for CN1C(=O)c2ccccc2NC(=O)[C@]12O[C@@H]2c1ccccc1 ?
GDH-TPI inh: 0.0; Mtb BioA inh: -0.3; Vc quorum ag: -0.5; PfHsp40 yeast: 1.0; FadD28 binding: -3.2; FBA Mtb inh: 0.3; UGM FP inh: -0.2; TcdB inh: 1.1; Y pestis TopoI: -5.7

What do the screens show for `NNC(=O)CN1C(=O)C2(OCCO2)c2ccccc21`?
GDH-TPI inh: 3.6; Mtb BioA inh: 1.1; Vc quorum ag: inactive; FadD28 binding: -0.7; FBA Mtb inh: -2.5; TcdB inh: -0.8; Y pestis TopoI: 6.3

By substructure: the compounds so far containing an aryl methoxy group
How did COc1ccc(-n2c(C)cc(C(=O)COC(=O)c3ccc(O)cc3O)c2C)cc1 do in these assays?
GDH-TPI inh: 1.4; Mtb BioA inh: -1.8; Vc quorum ag: -2.6; PfHsp40 yeast: 1.7; FadD28 binding: -2.9; FBA Mtb inh: -3.4; TcdB inh: 0.0; Y pestis TopoI: -1.1

What do the screens show for `COc1cccc(CCNC(=O)c2ccc(OC)c(OC3CCN(C(C)C)CC3)c2)c1`?
GDH-TPI inh: -5.9; Mtb BioA inh: -0.5; Vc quorum ag: -0.4; PfHsp40 yeast: -1.4; FadD28 binding: -2.1; FBA Mtb inh: -1.8; UGM FP inh: -2.9; TcdB inh: 1.5; Y pestis TopoI: 2.0

Results for COc1ccc(S(=O)(=O)NC(C)CCc2ccccc2)cc1 (stereo unspecified) ?
GDH-TPI inh: 3.5; Vc quorum ag: -1.0; PfHsp40 yeast: 0.9; FadD28 binding: -0.5; FBA Mtb inh: 8.9; UGM FP inh: 0.5; TcdB inh: -0.5; Y pestis TopoI: -3.0

Continuation:
What do the screens show for `CC1=Nc2ccccc2N=C(NC(=O)CSc2nnnn2-c2ccccc2)C1c1ccccc1` (stereo unspecified)?
GDH-TPI inh: -1.7; Mtb BioA inh: 1.7; Vc quorum ag: -0.6; PfHsp40 yeast: 0.5; FadD28 binding: -5.1; FBA Mtb inh: -5.2; UGM FP inh: -2.3; Y pestis TopoI: 23.7

What do the screens show for `N/C(=N\OC(=O)c1cccs1)c1ccc(Cl)cc1`?
GDH-TPI inh: -3.1; Mtb BioA inh: -0.1; Vc quorum ag: inactive; FadD28 binding: -1.7; FBA Mtb inh: -0.8; UGM FP inh: -0.5; TcdB inh: -0.2; Y pestis TopoI: -2.9

What do the screens show for `CC1CCCCC12NC(=O)N(CC(=O)NC(=O)Nc1ccc3c(c1)OCCO3)C2=O` (stereo unspecified)?
GDH-TPI inh: 3.4; Mtb BioA inh: -1.6; Vc quorum ag: 0.5; PfHsp40 yeast: 0.4; FadD28 binding: -2.1; FBA Mtb inh: -0.3; UGM FP inh: 3.9; Y pestis TopoI: -0.9

What do the screens show for `CCOc1ccc(S(=O)(=O)NCc2csc(C)n2)cc1`?
GDH-TPI inh: -5.3; Mtb BioA inh: 0.2; Vc quorum ag: inactive; PfHsp40 yeast: -0.8; FadD28 binding: 1.3; FBA Mtb inh: -2.3; UGM FP inh: 0.9; Y pestis TopoI: -1.2

How did O=C(Cc1ccc(Cl)cc1)NC1CCCN(Cc2ccccc2F)C1 (stereo unspecified) do in these assays?
GDH-TPI inh: -10.8; Mtb BioA inh: 3.2; Vc quorum ag: -2.3; PfHsp40 yeast: 0.1; FadD28 binding: -5.4; FBA Mtb inh: 1.2; UGM FP inh: -0.1; TcdB inh: -4.6; Y pestis TopoI: 14.0

What do the screens show for `Cc1cccc(/N=C/c2c(O)ccc3oc4c(c23)CCCC4)n1`?
GDH-TPI inh: 7.3; Mtb BioA inh: -0.8; Vc quorum ag: -0.5; PfHsp40 yeast: 13.4; FadD28 binding: -3.4; FBA Mtb inh: 0.3; UGM FP inh: 1.6; Y pestis TopoI: 1.0

How did CN(C)c1ccnc(-n2cccc2/C=N/OCc2ccc(F)cc2Cl)c1C#N do in these assays?
GDH-TPI inh: 10.9; Mtb BioA inh: -0.2; Vc quorum ag: -0.7; PfHsp40 yeast: 8.2; FadD28 binding: -4.3; FBA Mtb inh: -0.6; UGM FP inh: 2.2; Y pestis TopoI: 24.4

What do the screens show for `Cc1ccc(C)c(NC(=S)NC(NC(=O)Cc2cccc3ccccc23)C(Cl)(Cl)Cl)c1` (stereo unspecified)?
GDH-TPI inh: 8.2; Mtb BioA inh: -1.3; Vc quorum ag: -0.4; PfHsp40 yeast: 0.0; FadD28 binding: -1.7; FBA Mtb inh: 3.7; UGM FP inh: 0.9; Y pestis TopoI: 3.6

Results for C[C@@H]1CN([C@H](C)CO)S(=O)(=O)c2ccc(C#Cc3ccccc3)cc2O[C@@H]1CN(C)C(=O)CN(C)C ?
GDH-TPI inh: -1.0; Mtb BioA inh: 2.4&-2.0&4.0; Vc quorum ag: -2.4; FadD28 binding: -5.4; FBA Mtb inh: -0.4; TcdB inh: 2.2&2.1&2.6; Y pestis TopoI: -10.4

How did CC(=O)C1CCC2C3CCC4CC(=O)CCC4(C)C3C=CC12C (stereo unspecified) do in these assays?
GDH-TPI inh: 0.0; Mtb BioA inh: 5.3; Vc quorum ag: inactive; PfHsp40 yeast: 1.0; FadD28 binding: -3.6; FBA Mtb inh: -0.9; TcdB inh: 1.2; Y pestis TopoI: -8.8

How did COc1ccc(-c2nc(N)sc2C2(O)C(=O)Nc3c(Br)cc(F)cc32)cc1OC (stereo unspecified) do in these assays?
GDH-TPI inh: -4.4; Mtb BioA inh: 0.3; Vc quorum ag: -0.2; PfHsp40 yeast: 0.4; FadD28 binding: -2.0; FBA Mtb inh: 5.8; UGM FP inh: 0.1; TcdB inh: 0.7; Y pestis TopoI: 2.5

What do the screens show for `O=[N+]([O-])c1ccc(N/N=C2\CC3CC=CC23)c([N+](=O)[O-])c1` (stereo unspecified)?
GDH-TPI inh: 15.8; Vc quorum ag: -0.9; PfHsp40 yeast: 1.2; FadD28 binding: -0.2; FBA Mtb inh: -5.1; UGM FP inh: 0.3; TcdB inh: -0.3; Y pestis TopoI: -1.6

What do the screens show for `Cn1cc(C(=O)NCCc2ccccc2)c(=O)c2cc(S(=O)(=O)N3CCOCC3)ccc21`?
GDH-TPI inh: 0.0; Mtb BioA inh: -0.7; Vc quorum ag: -0.4; PfHsp40 yeast: -0.1; FadD28 binding: -0.6; FBA Mtb inh: -0.6; TcdB inh: 1.1; Y pestis TopoI: 10.1

What do the screens show for `COC(=O)C1=C(N)Oc2cc(C)n(CC3CCCO3)c(=O)c2C1c1ccccc1OC` (stereo unspecified)?
GDH-TPI inh: 5.1; Mtb BioA inh: 0.5; Vc quorum ag: 7.4; PfHsp40 yeast: 0.5; FadD28 binding: -2.7; FBA Mtb inh: 2.3; UGM FP inh: -0.1; Y pestis TopoI: -0.2

What do the screens show for `CCS(=O)(=O)NCC(c1cccnc1)N1CCN(c2ccccc2)CC1` (stereo unspecified)?
GDH-TPI inh: 10.0; Mtb BioA inh: -0.2; Vc quorum ag: -0.5; PfHsp40 yeast: 1.7; FadD28 binding: -1.0; FBA Mtb inh: 3.8; UGM FP inh: 0.0; TcdB inh: -10.5; Y pestis TopoI: -6.5
